Bioassay records deposited in PubChem BioAssay by University of Kansas High Throughput Screening Laboratory.
Pf apPOL inh = Pf-apPOL DNA polymerase inhibition. 210,000 tested, 0.25% active. inhibition, % at 10 µM. Recombinant Pf-apPOL, molecular beacon fluorescence, 1.5 h
mHTT CaM bind = mHTT-calmodulin interaction abrogation; inhibition, % at 15 µM; P42858; 190,000 tested, 3.6% active; AID 1671202; AlphaScreen His-mHTT/GST-CaM binding, luminescence;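 note: 0% = both proteins with DMSO and 100% = one protein alone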
Target sequence (P42858 whole entry, looked up, stated change not applied): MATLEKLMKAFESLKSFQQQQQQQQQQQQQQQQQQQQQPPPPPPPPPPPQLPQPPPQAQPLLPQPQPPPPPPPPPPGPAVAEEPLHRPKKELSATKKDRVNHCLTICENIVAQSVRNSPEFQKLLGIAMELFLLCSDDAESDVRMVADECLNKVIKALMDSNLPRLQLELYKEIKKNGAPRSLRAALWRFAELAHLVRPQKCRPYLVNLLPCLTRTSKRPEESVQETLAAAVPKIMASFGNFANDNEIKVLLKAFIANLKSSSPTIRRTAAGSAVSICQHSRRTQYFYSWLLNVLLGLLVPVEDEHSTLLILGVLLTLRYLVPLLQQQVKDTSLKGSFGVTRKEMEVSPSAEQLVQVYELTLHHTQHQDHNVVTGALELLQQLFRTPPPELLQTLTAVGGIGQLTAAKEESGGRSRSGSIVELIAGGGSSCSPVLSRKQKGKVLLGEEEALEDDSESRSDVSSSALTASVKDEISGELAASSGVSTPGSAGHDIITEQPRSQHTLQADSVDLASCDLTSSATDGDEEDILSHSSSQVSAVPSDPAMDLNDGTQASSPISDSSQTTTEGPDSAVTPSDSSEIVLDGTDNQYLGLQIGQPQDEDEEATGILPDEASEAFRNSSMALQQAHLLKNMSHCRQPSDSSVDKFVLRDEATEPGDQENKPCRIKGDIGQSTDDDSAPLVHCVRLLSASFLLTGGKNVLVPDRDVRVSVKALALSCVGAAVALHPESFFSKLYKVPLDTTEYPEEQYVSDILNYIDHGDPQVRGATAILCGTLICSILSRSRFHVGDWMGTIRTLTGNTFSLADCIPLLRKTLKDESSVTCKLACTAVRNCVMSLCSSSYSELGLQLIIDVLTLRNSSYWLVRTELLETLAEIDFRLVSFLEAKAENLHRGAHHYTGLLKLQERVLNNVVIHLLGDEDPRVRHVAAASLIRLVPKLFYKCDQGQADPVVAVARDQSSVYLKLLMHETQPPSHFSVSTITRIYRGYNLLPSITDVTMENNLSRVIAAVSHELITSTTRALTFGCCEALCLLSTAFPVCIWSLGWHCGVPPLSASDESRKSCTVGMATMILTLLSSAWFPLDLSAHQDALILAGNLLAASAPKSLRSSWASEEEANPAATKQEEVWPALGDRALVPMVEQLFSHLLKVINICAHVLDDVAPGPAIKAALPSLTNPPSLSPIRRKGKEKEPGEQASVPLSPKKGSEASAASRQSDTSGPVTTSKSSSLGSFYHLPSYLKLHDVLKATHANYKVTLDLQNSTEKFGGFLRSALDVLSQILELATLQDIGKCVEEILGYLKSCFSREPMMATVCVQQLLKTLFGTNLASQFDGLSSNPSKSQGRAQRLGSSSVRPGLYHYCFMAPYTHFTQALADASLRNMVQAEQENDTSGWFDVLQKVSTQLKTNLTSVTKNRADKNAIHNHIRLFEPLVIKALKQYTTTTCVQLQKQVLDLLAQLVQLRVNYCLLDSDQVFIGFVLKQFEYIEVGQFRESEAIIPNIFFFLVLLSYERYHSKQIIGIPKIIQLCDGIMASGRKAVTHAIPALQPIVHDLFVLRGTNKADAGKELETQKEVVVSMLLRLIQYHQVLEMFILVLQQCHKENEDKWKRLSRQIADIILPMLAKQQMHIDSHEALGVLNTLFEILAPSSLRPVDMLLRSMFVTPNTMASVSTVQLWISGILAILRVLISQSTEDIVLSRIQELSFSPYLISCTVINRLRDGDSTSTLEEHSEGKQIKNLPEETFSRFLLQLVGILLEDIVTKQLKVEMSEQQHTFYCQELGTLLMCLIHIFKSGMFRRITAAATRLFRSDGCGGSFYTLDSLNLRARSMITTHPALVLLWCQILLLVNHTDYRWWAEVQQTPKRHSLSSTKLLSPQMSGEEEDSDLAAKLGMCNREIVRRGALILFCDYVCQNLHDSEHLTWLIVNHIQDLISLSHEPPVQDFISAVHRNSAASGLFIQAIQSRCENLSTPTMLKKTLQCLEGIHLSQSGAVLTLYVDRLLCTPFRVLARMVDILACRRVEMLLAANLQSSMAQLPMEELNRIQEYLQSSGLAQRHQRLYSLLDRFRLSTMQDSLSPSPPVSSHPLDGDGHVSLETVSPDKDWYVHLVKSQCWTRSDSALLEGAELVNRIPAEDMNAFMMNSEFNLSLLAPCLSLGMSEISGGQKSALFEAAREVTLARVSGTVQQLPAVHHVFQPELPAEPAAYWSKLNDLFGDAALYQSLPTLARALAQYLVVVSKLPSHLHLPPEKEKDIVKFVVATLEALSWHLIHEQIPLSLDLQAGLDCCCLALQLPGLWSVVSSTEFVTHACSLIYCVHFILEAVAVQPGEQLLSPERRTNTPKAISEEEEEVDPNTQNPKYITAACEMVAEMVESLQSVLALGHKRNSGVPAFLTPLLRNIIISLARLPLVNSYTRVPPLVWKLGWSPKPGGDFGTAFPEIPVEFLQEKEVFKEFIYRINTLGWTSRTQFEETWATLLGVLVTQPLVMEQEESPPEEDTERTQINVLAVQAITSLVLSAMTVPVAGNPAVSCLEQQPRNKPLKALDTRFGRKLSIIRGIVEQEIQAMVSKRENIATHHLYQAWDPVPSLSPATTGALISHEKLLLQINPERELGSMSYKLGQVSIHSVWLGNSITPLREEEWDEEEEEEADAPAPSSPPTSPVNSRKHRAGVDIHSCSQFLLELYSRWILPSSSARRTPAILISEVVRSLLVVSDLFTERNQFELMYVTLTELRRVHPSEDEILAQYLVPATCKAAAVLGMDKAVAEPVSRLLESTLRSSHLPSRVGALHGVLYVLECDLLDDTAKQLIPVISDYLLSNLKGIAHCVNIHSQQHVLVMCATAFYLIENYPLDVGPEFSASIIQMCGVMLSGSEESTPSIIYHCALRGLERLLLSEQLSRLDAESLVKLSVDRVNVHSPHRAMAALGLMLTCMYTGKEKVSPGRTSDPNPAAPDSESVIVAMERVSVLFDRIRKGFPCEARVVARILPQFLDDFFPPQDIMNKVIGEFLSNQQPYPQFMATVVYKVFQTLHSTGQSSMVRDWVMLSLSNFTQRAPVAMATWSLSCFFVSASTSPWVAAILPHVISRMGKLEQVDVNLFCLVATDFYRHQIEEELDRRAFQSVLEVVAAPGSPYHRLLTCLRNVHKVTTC
Starred values were filed as active, the others as inactive; i = inactive; / = not tested or not shown; & = joins results of further samples. Cut-off read from the data, not from the text of the source: active = inhibition above about 50%; inactive = the rest.

(1) COc1ccccc1CCC(=O)N1CCCC2(C1)Nc1cccnc1NC2=NC1CCCC1 (centres undefined)
(2) O=C(NCCN1CCCCC1)C1CCc2sc(C(=O)N3CCCCC3)cc2C1 (centres undefined)
(3) COc1ccc(C/C(N)=N/OC(=O)c2ccccc2Cl)cc1
(4) O=[N+]([O-])c1ccc(C(=Nc2ccccc2)NO)cc1
(5) CC1=C(C(=O)Nc2ccccc2)C(c2ccc(Br)cc2)n2nc(CCCO)nc2N1 (centres undefined)
(6) CCc1cccc(C)c1NC(=O)Cn1c(-c2nc(-c3ccccc3)no2)cccc1=O
(7) Cc1c(CN2CCC(c3nc(-c4ccccc4)n[nH]3)CC2)cnn1C
(8) O=C(CC(C(=O)c1cccnc1)c1ccc2c(c1)OCO2)c1ccc(Cl)cc1 (centres undefined)
entry no.,1,2,3,4,5,6,7,8
Pf apPOL inh,-3.9,-3.2,-0.6,-4.6,9.6,-2.5,3.6,-3.3
mHTT CaM bind,8.1,-3.2,i,4.4,11.0,-2.5,-6.0,/

(9) COC(=O)C(C)Oc1ccc2c(c1)OC(=Cc1ccc(Cl)c(Cl)c1)C2=O (centres undefined)
(10) Cc1cccc2c1CC(C)(C)N/C2=C\C(N)=O
(11) Cc1cccc(-n2c(=O)n(C3CC3)c(=O)c3c2ncn3Cc2ccccc2C)c1
(12) Cc1ccc(-n2c(=O)n(CC(C)C)c(=O)c3c2ncn3CC2CC2)cc1
(13) COCc1cc(=O)n(CC(=O)Nc2ccc(OC)c(F)c2)c(N)n1
(14) CCc1ccc(CNC(=O)c2csc(-c3ccncc3)n2)cc1
(15) Cc1nn(C)c(C)c1S(=O)(=O)NC1CCCC1
(16) CC(C)C(=O)Nc1nnc(C2CC(=O)N(c3ccc(S(C)(=O)=O)cc3)C2)o1 (centres undefined)
entry no.,9,10,11,12,13,14,15,16
Pf apPOL inh,-0.4,2.8,-0.9,0.2,-2.9,-13.8,-2.3,-3.9
mHTT CaM bind,-2.1,29.1,18.0,0.9,-3.2,-11.3,-2.0,18.6

(17) O=C(Nc1ccc(F)c(F)c1F)N1CC(=O)N2CCc3c(F)cccc3C2C1 (centres undefined)
(18) O=C(O)c1ccc(NS(=O)(=O)c2cc(Cl)ccc2Cl)cc1
(19) Cc1onc(-c2ccccc2Cl)c1C(=O)NCc1nc(-c2ccc(C(F)(F)F)cc2)no1
(20) Cc1cc(C)n(-c2ccc(NN=C(C#N)S(C)(=O)=O)cc2)n1
(21) CCC(=O)Nc1nonc1-c1nc2ccccc2n1Cc1ccc(Br)cc1
(22) CCCN1C(=O)Cc2ccccc2C1C(=O)NCc1cc(C)ccc1C (centres undefined)
(23) O=[N+]([O-])c1ccc(N=Cc2cc3c(cc2[N+](=O)[O-])OCO3)c(Br)c1
(24) O=C(CCc1ccccc1)Nc1ccccc1C(=O)Nc1ccc(C(=O)O)cc1
entry no.,17,18,19,20,21,22,23,24
Pf apPOL inh,-3.2,5.2,-2.0,-7.4,-2.4&1.2,-5.6,-7.4,-8.3
mHTT CaM bind,-8.0,-4.1,/,/,2.0&-5.7,-6.0,4.0,0.2

Whole records, looked up by structure:
Cc1cc(C)n(-c2ccc(NN=C(C#N)S(C)(=O)=O)cc2)n1 reads Pf apPOL inh = -7.4; mHTT CaM bind = /
O=C(Nc1ccc(F)c(F)c1F)N1CC(=O)N2CCc3c(F)cccc3C2C1 (centres undefined) reads Pf apPOL inh = -3.2; mHTT CaM bind = -8.0

The list goes on.
(25) COc1ccccc1C1Nc2ccc3ncccc3c2C2=C1C(=O)CC(C)(C)C2 (centres undefined)
(26) O=C(Nc1ccccc1[N+](=O)[O-])c1cccc(S(=O)(=O)N2CCOCC2)c1
(27) COc1ccc(C(=O)N2CCC(c3nc4cccnc4n3C)C2)cc1F (centres undefined)
(28) CC(C)Cc1ccc(C(C)c2nc(-c3ccc([N+](=O)[O-])cc3)cs2)cc1 (centres undefined)
(29) CCN(CC)CCN(C)Cc1cc(OC)c(OC)c(OC)c1
(30) Cc1ccc(NC(=O)c2ccc(C(=O)Nc3ccc(C)cc3)cc2)cc1
(31) CCSc1nc2ccc(O)cc2[nH]1
(32) Cc1cccc(-n2nc3c(c2NC(=O)CCc2ccccc2)CS(=O)(=O)C3)c1C
entry no.,25,26,27,28,29,30,31,32
Pf apPOL inh,-4.0,-2.0,0.7,-4.1,9.0,-5.1,1.4,-2.0
mHTT CaM bind,33.0,6.6,6.1,/,-3.8,2.1,4.6,0.0

(33) COCC(=O)N1CCCn2nc(-c3ccc(C)cc3)cc2C1
(34) COc1ccc(N2CC(c3nnc(NC(=O)c4cccc(C)c4)o3)CC2=O)cc1 (centres undefined)
(35) Cc1cc(C)cc(NC(=O)Cn2c(C)c(C=O)c3ccccc32)c1
(36) CC(C)n1cc(-c2nc(C(=O)NN)cs2)c(=O)n(Cc2ccccc2)c1=O
(37) COc1ccc(CNC(=O)CN2C(=O)C3CCCN3C(=O)c3cc(Cl)ccc32)cc1 (centres undefined)
(38) Cc1nn(CC(=O)Nc2ncc(Cl)cc2Cl)c(C)c1[N+](=O)[O-]
(39) O=C(Nc1cccc([N+](=O)[O-])c1)C1CCN(C(=O)Cc2ccccc2)CC1
(40) Cc1ccc([N+](=O)[O-])cc1S(=O)(=O)Nc1ccc(-c2cn3c(n2)SCC3)cc1
entry no.,33,34,35,36,37,38,39,40
Pf apPOL inh,-5.4,-3.8,-2.2,-12.0,-4.5,-3.5,-2.3,3.5
mHTT CaM bind,-5.3,0.3,6.3,/,0.4,5.0,3.6,32.4

An excerpt from above in order of formula weight, rising:
(33) COCC(=O)N1CCCn2nc(-c3ccc(C)cc3)cc2C1
(35) Cc1cc(C)cc(NC(=O)Cn2c(C)c(C=O)c3ccccc32)c1
(38) Cc1nn(CC(=O)Nc2ncc(Cl)cc2Cl)c(C)c1[N+](=O)[O-]
(36) CC(C)n1cc(-c2nc(C(=O)NN)cs2)c(=O)n(Cc2ccccc2)c1=O
(32) Cc1cccc(-n2nc3c(c2NC(=O)CCc2ccccc2)CS(=O)(=O)C3)c1C
(37) COc1ccc(CNC(=O)CN2C(=O)C3CCCN3C(=O)c3cc(Cl)ccc32)cc1 (centres undefined)
entry no.,33,35,38,36,32,37
Pf apPOL inh,-5.4,-2.2,-3.5,-12.0,-2.0,-4.5
mHTT CaM bind,-5.3,6.3,5.0,/,0.0,0.4

The list continues:
(41) Cc1ccc([C@H]2C[C@H](O)[C@@H](n3cc(COC(=O)c4ccccc4)nn3)CN2CC2CCCCC2)cc1
(42) COc1cc2c(cc1OC)C(C)N(C(=O)c1ccc(-c3ccccn3)s1)CC2 (centres undefined)
(43) CCC(C)c1ccccc1NC(=O)Cc1ccc(Cl)cc1 (centres undefined)
(44) CC1(C)NC(=O)N(CC(O)CN(c2cccc([N+](=O)[O-])c2)S(=O)(=O)c2ccccc2)C1=O (centres undefined)
(45) CC1CCCN(C(=O)C2(c3ccc(NC(=O)C4CC4)cc3)CCCCC2)C1 (centres undefined)
(46) Cc1ccc(CNC(=O)CCc2conc2-c2cccc(F)c2)cc1
(47) COc1ncc(C(=O)NCc2ccc(F)c(Cl)c2)cn1
(48) COC(=O)c1[nH]n(-c2c(C)cccc2Cl)c(=O)c1N=O
entry no.,41,42,43,44,45,46,47,48
Pf apPOL inh,-0.4,-26.3,-1.4,-6.3,-3.7,-3.1,-1.1,-6.0
mHTT CaM bind,23.1,/,-8.3,-0.3,-9.0,-12.2,-9.1,/

(49) Cc1nnc(SCC(=O)Nc2sc3c(c2C#N)CCC3)s1
(50) O=C(Nc1ccc(Cl)cc1F)N1CCC(n2c(-c3ccco3)nc3cccnc32)C1 (centres undefined)
(51) Cc1ccccc1CNC(=O)C1(C)CCCN(C(=O)C2CCCCC2)C1 (centres undefined)
(52) CCN(Cc1ccccc1)S(=O)(=O)c1ccc(F)c(C(=O)Nc2ccc(F)c(Cl)c2)c1
(53) O=C(Nc1ccc(NC(=O)c2ccc(Cl)cc2Cl)c(Cl)c1)c1cccc([N+](=O)[O-])c1
(54) CCCC1c2cccn2CCN1C(=O)Nc1cc(C)ccc1C (centres undefined)
(55) CC(C)CC(=O)N1CCc2nc(-c3ccc(Cl)cc3)ncc2C1
(56) CC(=O)Nc1ccc(-c2noc(C3CCCN(C(=O)c4ccco4)C3)n2)cc1 (centres undefined)
entry no.,49,50,51,52,53,54,55,56
Pf apPOL inh,/,-4.2,2.1,-2.8,-3.3,0.2,-6.2,-2.6
mHTT CaM bind,5.0,14.0,-5.3,-9.0,-5.0,-5.5,-4.5,2.5

(57) COc1ccc(C2C(C(=O)N(C)C3CCCCC3)c3ccccc3C(=O)N2C)cc1 (centres undefined)
(58) Oc1ccccc1C=NCCN=Cc1ccccc1O
(59) CCC(CC)C(=O)Nc1ccccc1OC
(60) Cn1nc(C(F)(F)F)c2cc(C(=O)O)sc21
(61) COc1ccc(C(CC(=O)N2CCOCC2)c2c(O)cc(OC)cc2OC)cc1 (centres undefined)
(62) Cc1csc2sc(C(=O)Oc3ccc(Cl)cc3)c(C)c12
(63) Cc1ccc(N2C(=O)CC(Sc3ccc(F)cc3)C2=O)cc1 (centres undefined)
(64) CC(=O)NCCC1CCN(C(=O)c2ccc(C)cc2)CC1
entry no.,57,58,59,60,61,62,63,64
Pf apPOL inh,1.0,1.3&0.5,1.1,-4.4,-5.5,2.6,-6.2,5.3
mHTT CaM bind,4.0,10.0,-1.9,/,-5.7,/,-4.0,-3.3

(65) CCN1CCN(C2=NC(=O)/C(=C/c3ccc(C)o3)S2)CC1
(66) COC(=O)C1CN(Cc2cn(CCOC(C)=O)nn2)CCS(=O)(=O)N1Cc1ccc(OC)cc1 (centres undefined)
(67) COc1ccccc1NC(=O)N1CCC(c2nc(C(=O)N3CCCC3)c(C)o2)CC1
(68) CN(Cc1ccsc1)C(=O)Nc1ccc(F)cc1
(69) COc1ccc(CCS(=O)(=O)NCC2(c3ccc(F)cc3)CC2)cc1
(70) COc1ccc(Br)c(C(=O)NCC(O)c2cccc3ccccc23)c1 (centres undefined)
(71) COc1ccc(NC(=O)C2CC(=O)N(c3ccc4c(c3)CCN4C(=O)C3CC3)C2)cc1 (centres undefined)
(72) CNC(=O)C1CN(C(=O)c2ccccc2C(F)(F)F)CC12CCCC2 (centres undefined)
entry no.,65,66,67,68,69,70,71,72
Pf apPOL inh,-7.7,2.0,2.5,-4.3,-4.0,-4.4,-3.4,-7.1
mHTT CaM bind,8.0,-2.0,-6.8,-7.4,-12.5,-14.2,-1.6,7.0

(73) Cc1ccc(C2=N/C(=C\c3coc4ccccc4c3=O)C(=O)O2)cc1
(74) CCSc1nnc2c(n1)OC(c1ccc([N+](=O)[O-])o1)Nc1ccccc1-2 (centres undefined)
(75) COc1cc(N2C(=O)c3ccccc3C2=O)nc(OC)n1
(76) Cc1cc(F)ccc1N1C=C(C#N)S(=O)(=O)c2ccccc21
(77) O=C(CSc1nc2ccc(N3C(=O)c4ccccc4C3=O)cc2s1)NC1CC1
(78) C=CCNC(=O)C(=O)NC1CCCCCC1
(79) O=C(O)C=CC(=O)NCc1ccncc1
(80) CC(=O)Nc1c(C(=O)c2ccc(Br)s2)oc2ccccc12
entry no.,73,74,75,76,77,78,79,80
Pf apPOL inh,-4.2,-1.5,-0.9,1.3,-1.0,-4.7,-5.3,-35.7
mHTT CaM bind,-10.0,35.0,-1.0,-1.7,2.0,-7.2,/,-12.1

(81) CN(C)C1=C(Nc2ccc(F)c(F)c2)C(=O)c2ccccc2C1=O
(82) COCCOC(=O)c1c(C)n(C)c2ccc(OC(=O)c3ccco3)cc12
(83) CCC(=O)N1CCCC1c1nc2cc(-c3ccc(F)c(F)c3)ccc2o1 (centres undefined)
(84) COc1ccccc1C1(CCN=Cc2ccc(N(C)C)cc2)CCOC(C)(C)C1 (centres undefined)
(85) Cc1ccc(S(C)(=O)=NC(=O)CSc2ccc(Cl)cc2)cc1 (centres undefined)
(86) CCCSc1ccc([N+](=O)[O-])c(NC(=NCCS(=O)(=O)O)NC(=O)OC)c1
(87) COc1ccc(-c2cc(-c3ccccc3)[nH]c(=O)c2C#N)cc1
(88) CC(SCc1ccccc1)C(=O)NC(C)c1ccccc1 (centres undefined)
entry no.,81,82,83,84,85,86,87,88
Pf apPOL inh,-4.8,0.9,-3.9,-6.8,-0.5,-1.5,5.8&-13.2,-4.5
mHTT CaM bind,40.0,-2.6,48.7,2.0,/,/,/,-11.7

(89) CC(C)(C)OC(=O)NC1(CO)COC(C)(C)OC1
(90) CC1Oc2ccccc2OC1C(=O)N1CCOCC1 (centres undefined)
(91) CCCCc1ccc(C(=O)Nc2sccc2C#N)cc1
(92) O=C(O)CCSc1ccc(Cl)cc1
(93) CNC(=O)c1c[nH]n2c(=O)c(Cc3ccccc3F)c(C)nc12
(94) Cc1ccccc1CN[C@@H]1CC[C@@]23CCCN2C(=O)CCC[C@H]3C1
(95) Cc1ccc(C)c(CS(=O)(=O)N2CCc3nc[nH]c3C2)c1
(96) O=C(Nc1ccc2c(c1)CCC2)c1nnn2c1COC(c1ccc(F)cc1)C2 (centres undefined)
(97) O=C(NCCCCc1ccccc1)c1ccc(Cl)cc1Cl
entry no.,89,90,91,92,93,94,95,96,97
Pf apPOL inh,-8.4,-3.2,-0.5,-5.3,-17.0,-3.0,-1.3,-5.6,-11.7
mHTT CaM bind,0.4,0.2,/,-0.6,-1.0,-7.5,-26.4,-2.5,-37.5

Some of the compounds tested; the hit share may differ from the screen's.
